Bioassay records (PubChem)
BioA inh: M. tuberculosis BioA enzyme inhibitors, primary screen, biochemical, plate reader, single point, HTS | inhibition, % at 9.99 µM | purified M. tuberculosis BioA enzyme | hit rate 0.096% among 360,000 | 7,8-diaminopelargonic acid synthase BioA (Mycobacterium tuberculosis); in the data active = inhibition above about 40%
Starred values were filed as active, the others as inactive. An excerpt; count on the stated rates, not on these rows.

> C[C@@H]1CN([C@H](C)CO)C(=O)c2cc(C#CC3(O)CCCC3)cnc2O[C@H]1CN(C)S(C)(=O)=O
- BioA inh = 0.5
> COc1ccc(CN(C)C[C@@H]2OCCCC[C@H](C)Oc3ccc(NS(=O)(=O)c4ccc(OC)cc4)cc3C(=O)N([C@H](C)CO)C[C@H]2C)cc1
- BioA inh = 5.8
> O=C(C[C@@H]1C[C@H]2c3cc(NC(=O)CC4CC4)ccc3O[C@H]2[C@@H](CO)O1)NCC(F)(F)F
- BioA inh = -2.0
> O=C(N[C@@H]1CC[C@H](CCNS(=O)(=O)c2ccccc2)O[C@@H]1CO)c1cnccn1
- BioA inh = -2.3
> C[C@@H]1CN([C@H](C)CO)C(=O)c2cc(NC(=O)C3CC3)ccc2O[C@H]1CN(C)S(=O)(=O)c1cn(C)cn1
- BioA inh = -1.0
> C[C@@H]1CN([C@H](C)CO)C(=O)Cc2cc(NC(=O)Nc3ccc(C(F)(F)F)cc3)ccc2O[C@H]1CN(C)S(=O)(=O)c1cn(C)cn1
- BioA inh = 1.2
> COC(=O)[C@H]1N[C@H]2c3ccc(C4=CCCC4)c(=O)n3C[C@H]2[C@@H]1CO
- BioA inh = -3.0
> COc1ccc(C(=O)Nc2ccc3c(c2)C(=O)N(C)C[C@H](OC)[C@H](C)CN(C)[C@@H](C)CO3)cc1
- BioA inh = -2.3
> C[C@@H]1CCCCO[C@H](CN(C)C)[C@@H](C)CN([C@H](C)CO)C(=O)c2cc(NC(=O)c3ccccc3)ccc2O1
- BioA inh = -3.8
> O=S(=O)(c1ccccc1F)N1CC[C@@H]2[C@H]1c1cc(-c3cccc(F)c3)ccc1N[C@@H]2CO
- BioA inh = -2.5

> COCC(=O)N1C[C@H]2[C@@H](c3ccccc31)[C@H](CO)N2Cc1cc(F)ccc1F
- BioA inh = -1.7
> COc1ccc(CN(C)C[C@@H]2Oc3c(NC(=O)C4CCCCC4)cccc3C(=O)N([C@@H](C)CO)C[C@H]2C)cc1
- BioA inh = 2.0
> CC(=O)N(C)C[C@H]1Oc2ncc(-c3cccc(C#N)c3)cc2C(=O)N([C@@H](C)CO)C[C@@H]1C
- BioA inh = 0.0
> Cc1ccccc1S(=O)(=O)N[C@H]1CC[C@@H](CCNS(=O)(=O)c2cccc(F)c2)O[C@H]1CO
- BioA inh = 2.2
> O=C(C[C@H]1CC[C@H]2[C@@H](COC[C@H](O)CN2Cc2cc(F)cc(F)c2)O1)NC1CCCC1
- BioA inh = -1.8
> CC(C)C[C@@H]1NC(=O)[C@H]2C[C@@H](C(=O)NCc3ccc(F)cc3)[C@@H](c3cccc(OCCO)c3)N2C1=O
- BioA inh = 0.0
> COc1ccc(CN(C)C[C@@H]2Oc3ccc(NC(=O)NC4CCCCC4)cc3CC(=O)N([C@@H](C)CO)C[C@@H]2C)cc1
- BioA inh = -0.5
> COc1ccc(S(=O)(=O)N(C)C[C@@H]2OCCCC[C@H](C)Oc3ccc(NS(=O)(=O)c4ccc(F)cc4)cc3C(=O)N([C@H](C)CO)C[C@H]2C)cc1
- BioA inh = 3.3
> O=C([C@@H]1[C@@H](CO)[C@@H]2Cn3c(ccc(/C=C/c4ccccc4)c3=O)[C@H]1N2)N1CCCCC1
- BioA inh = -1.4
> Cc1ccc(S(=O)(=O)N(C)C[C@H]2OCCCC[C@H](C)Oc3ccc(NS(=O)(=O)c4c(C)noc4C)cc3C(=O)N([C@H](C)CO)C[C@@H]2C)cc1
- BioA inh = 0.2

> CCCC(=O)Nc1ccc2c(c1)OC[C@H](C)N(CC1CCCC1)C[C@H](C)[C@@H](OC)CN(C)C2=O
- BioA inh = -2.9
> C[C@H]1CN([C@@H](C)CO)C(=O)c2cc(NC(=O)c3ccncc3)ccc2O[C@H]1CN(C)C
- BioA inh = -0.7
> C[C@@H]1CN([C@@H](C)CO)C(=O)c2cc(NS(=O)(=O)c3cccs3)ccc2O[C@@H](C)CCCCO[C@H]1CN(C)C(=O)Cc1ccccc1
- BioA inh = 1.0
> COc1cccc(S(=O)(=O)N(C)C[C@H]2OCc3ccccc3-c3c(n(C)c4ccccc34)C(=O)N([C@H](C)CO)C[C@@H]2C)c1
- BioA inh = 1.5
> Cc1noc(C)c1NC(=O)Nc1cccc2c1O[C@H](CN(C)CC1CCCCC1)[C@@H](C)CN([C@H](C)CO)C2=O
- BioA inh = 1.7
> CN1C(=O)c2cc(NS(=O)(=O)c3cccc(F)c3)ccc2OC[C@H]2O[C@H](CC(=O)O)CC[C@@H]21
- BioA inh = 4.1
> CNC[C@H]1OCCCC[C@H](C)Oc2ccc(NC(=O)Nc3ccc4c(c3)OCO4)cc2C(=O)N([C@H](C)CO)C[C@H]1C
- BioA inh = -1.3
> COc1cccc(CNC(=O)C[C@@H]2C=C[C@H](NC(=O)C3CC3)[C@@H](CO)O2)c1
- BioA inh = -3.4
> COc1ccc(C#Cc2ccc([C@H]3[C@H](CO)N4CCCCN(C)C[C@@H]34)cc2)cc1
- BioA inh = 6.5
> C/C=C/c1ccc2c(c1)O[C@@H](CN(C)C(=O)c1ccccc1F)[C@@H](C)CN([C@@H](C)CO)S2(=O)=O
- BioA inh = 10

> COc1ccc(S(=O)(=O)N(C)C[C@H]2Oc3ccc(NC(=O)Nc4ccc5c(c4)OCO5)cc3CC(=O)N([C@H](C)CO)C[C@@H]2C)cc1
- BioA inh = 0.4
> CO[C@H]1CN(C)C(=O)c2ccc(NC(=O)c3cc(C)on3)cc2OC[C@H](C)N(CC2CC2)C[C@H]1C
- BioA inh = 0.5
> CC(C)C#Cc1ccc([C@@H]2[C@@H](C#N)N(C(=O)CN(C)C)[C@H]2CO)cc1
- BioA inh = 0.0
> CNC[C@H]1Oc2ccc(NS(=O)(=O)c3ccc(C)cc3)cc2CC(=O)N([C@H](C)CO)C[C@@H]1C
- BioA inh = -4.9
> C[C@H]1CCCCO[C@H](CN(C)C(=O)NC2CCCCC2)[C@@H](C)CN([C@@H](C)CO)C(=O)c2cc(NC(=O)CCC(F)(F)F)ccc2O1
- BioA inh = 3.3
> C/C=C/c1ccc([C@@H]2[C@H](CO)N(C(=O)CC)[C@H]2CNC(=O)CC2CC2)cc1
- BioA inh = -5.1
> CCC(=O)N(C)C[C@H]1Oc2cc(-c3cccc(C#N)c3)ccc2S(=O)(=O)N([C@@H](C)CO)C[C@@H]1C
- BioA inh = 1.2
> CO[C@H]1CN(C)C(=O)c2cc(NC(=O)Nc3ccccc3F)ccc2OC[C@H](C)N(CC2CC2)C[C@H]1C
- BioA inh = -1.3
> COCc1cn(CC[C@H]2CC[C@H](NC(=O)Nc3c(C)noc3C)[C@H](CO)O2)nn1
- BioA inh = -4.0
> O=C(Nc1ccc(F)cc1)N1CCCCN2[C@H](C1)[C@@H](c1ccc(C#Cc3ccccc3)cc1)[C@@H]2CO
- BioA inh = 1.0

> CN1CCN(C(=O)[C@@H]2[C@@H](CO)[C@@H]3Cn4c(ccc(C5=CCCC5)c4=O)[C@@H]3N2Cc2nccs2)CC1
- BioA inh = 0.1
> CCCN1[C@@H]2c3ccc(-c4ccccc4)c(=O)n3C[C@H]1[C@H](CO)[C@H]2C(=O)N1CCCCC1
- BioA inh = -0.4
> Cc1ccc(S(=O)(=O)Nc2cccc3c2O[C@H](CN(C)CC2CC2)[C@@H](C)CN([C@H](C)CO)C3=O)cc1
- BioA inh = 0.5
> C[C@@H]1CCCCO[C@@H](CN(C)Cc2ccc(C(F)(F)F)cc2)[C@@H](C)CN([C@@H](C)CO)C(=O)c2cc(NC(=O)c3ccccc3)ccc2O1
- BioA inh = -1.8
> C/C=C/c1cnc2c(c1)C(=O)N([C@@H](C)CO)C[C@H](C)[C@@H](CN(C)C(=O)Cc1ccccc1)O2
- BioA inh = 0.4
> C[C@H](CO)N1C[C@H](C)[C@H](CN(C)C(=O)CC2CC2)Oc2cc(C3=CCCC3)ccc2S1(=O)=O
- BioA inh = -0.5
> O=C(C[C@H]1C=C[C@H](NC(=O)Nc2ccc(C(F)(F)F)cc2)[C@@H](CO)O1)NCc1cc(F)cc(F)c1
- BioA inh = -0.9
> CCCN1C[C@@H](C)[C@H](OC)CN(C)C(=O)c2ccc(NC(=O)Nc3ccccc3F)cc2OC[C@@H]1C
- BioA inh = 3.8
> C[C@H](CO)N1C[C@H](C)[C@H](CN(C)S(=O)(=O)c2ccccc2)Oc2ccc(NC(=O)C3CCCCC3)cc2C1=O
- BioA inh = 1.2
> C=CCNC(=O)[C@@H]1[C@H]2C(=O)O[C@H](c3ccccc3)[C@H](c3ccccc3)N2[C@H](c2ccc(O)cc2)[C@@]12C(=O)Nc1ccc(C#CCC(C(=O)OC)C(=O)OC)cc12
- BioA inh = -0.3

Three compounds drawn at random from the list so far, as already listed:
> C=CCNC(=O)[C@@H]1[C@H]2C(=O)O[C@H](c3ccccc3)[C@H](c3ccccc3)N2[C@H](c2ccc(O)cc2)[C@@]12C(=O)Nc1ccc(C#CCC(C(=O)OC)C(=O)OC)cc12
- BioA inh = -0.3
> C[C@H](CO)N1C[C@H](C)[C@H](CN(C)S(=O)(=O)c2ccccc2)Oc2ccc(NC(=O)C3CCCCC3)cc2C1=O
- BioA inh = 1.2
> C[C@@H]1CCCCO[C@@H](CN(C)Cc2ccc(C(F)(F)F)cc2)[C@@H](C)CN([C@@H](C)CO)C(=O)c2cc(NC(=O)c3ccccc3)ccc2O1
- BioA inh = -1.8

The list goes on:
> CC(C)NC(=O)Nc1ccc2c(c1)C(=O)N(C)[C@H]1CC[C@@H](CC(=O)Nc3ccccc3)O[C@@H]1CO2
- BioA inh = 1.0
> COc1ccc(CN(C)C[C@H]2OCCCC[C@H](C)Oc3ccc(NS(=O)(=O)c4c(C)noc4C)cc3C(=O)N([C@H](C)CO)C[C@@H]2C)cc1
- BioA inh = 0.1
> O=C(C[C@H]1CC[C@@H](NS(=O)(=O)c2ccc(F)cc2)[C@@H](CO)O1)NCCc1ccncc1
- BioA inh = 6.4
> COc1cccc(-c2cn(CC[C@H]3CC[C@H](NC(=O)CN(C)C)[C@H](CO)O3)nn2)c1
- BioA inh = 2.1
> C[C@H](CO)N1C[C@H](C)[C@H](CN(C)C(=O)Nc2ccccc2)Oc2ccc(NC(=O)Nc3ccc(C(F)(F)F)cc3)cc2C1=O
- BioA inh = -2.9
> COc1ccc(NC(=O)Nc2ccc3c(c2)[C@H]2C[C@@H](CC(=O)NC4CCCC4)O[C@@H](CO)[C@H]2O3)cc1
- BioA inh = -2.4
> COc1ccc(NC(=O)N(C)C[C@H]2OCCCC[C@H](C)Oc3ccc(NS(C)(=O)=O)cc3C(=O)N([C@H](C)CO)C[C@@H]2C)cc1
- BioA inh = 2.4
> Cc1ccccc1S(=O)(=O)N1[C@@H](C#N)[C@H](c2ccccc2)[C@@H]1CO
- BioA inh = 0.1
> O=C(O)C[C@H]1C[C@@H]2c3cc(NC(=O)Nc4ccc(C(F)(F)F)cc4)ccc3O[C@@H]2[C@@H](CO)O1
- BioA inh = 0.5
> CCCC#Cc1ccc2c(c1)O[C@H](CN(C)Cc1cccnc1)[C@H](C)CN([C@H](C)CO)S2(=O)=O
- BioA inh = 29

> O=C(O)C[C@@H]1C[C@H]2c3cc(NC(=O)CC4CC4)ccc3O[C@H]2[C@@H](CO)O1
- BioA inh = -1.4
> CCCNC(=O)[C@H]1[C@H](CO)[C@H]2Cn3c(ccc(C4=CCCC4)c3=O)[C@H]2N1Cc1ccccc1
- BioA inh = 11
> C[C@H]1CN([C@@H](C)CO)C(=O)c2cc(/C=C/c3ccccc3)cnc2O[C@@H]1CN(C)C(=O)c1ccncc1
- BioA inh = 0.9
> C[C@@H]1CN([C@@H](C)CO)C(=O)c2cc(Br)cnc2O[C@@H]1CN(C)Cc1ccc(C(=O)O)cc1
- BioA inh = 0.0
> C[C@H]1CN([C@@H](C)CO)C(=O)CCCn2cc(nn2)CO[C@@H]1CN(C)C(=O)Oc1ccc2ccccc2c1
- BioA inh = -1.2
> CO[C@@H]1CN(C)C(=O)c2ccc(NC(=O)C3CC3)cc2OC[C@H](C)N(C)C[C@H]1C
- BioA inh = -1.2
> CCS(=O)(=O)N1CCCCN2[C@@H](CO)[C@H](c3ccc(C#Cc4ccccc4OC)cc3)[C@@H]2C1
- BioA inh = 5.1
> CNC[C@@H]1Oc2c(NC(=O)c3cc(C)nn3C)cccc2C(=O)N([C@H](C)CO)C[C@@H]1C
- BioA inh = -2.6
> C[C@@H]1CCCCO[C@@H](CN(C)C(=O)Cc2ccccc2)[C@H](C)CN([C@@H](C)CO)C(=O)c2cc(NC(=O)Nc3ccc(C(F)(F)F)cc3)ccc2O1
- BioA inh = 0.4
> COC(=O)C[C@H]1CC[C@@H]2[C@H](COc3ccc(NC(=O)c4cscn4)cc3C(=O)N2C)O1
- BioA inh = 0.6

> O=C(C[C@H]1C[C@H]2c3cc(NC(=O)Nc4ccccc4F)ccc3O[C@H]2[C@H](CO)O1)NCc1ccc(Oc2ccccc2)cc1
- BioA inh = -1.2
> CNC[C@@H]1Oc2ccc(NS(=O)(=O)c3ccccc3)cc2CC(=O)N([C@H](C)CO)C[C@@H]1C
- BioA inh = -0.2
> O=C(C[C@H]1CC[C@@H]2[C@H](COC[C@@H](O)CN2Cc2ccc3c(c2)OCO3)O1)Nc1ccccc1
- BioA inh = -0.2
> C[C@@H]1CN([C@@H](C)CO)C(=O)c2cc(-c3cncnc3)cnc2O[C@H]1CN(C)C(=O)Cc1ccccn1
- BioA inh = -1.8
> COc1cccc(S(=O)(=O)Nc2ccc3c(c2)C(=O)N(C)[C@@H]2CC[C@@H](CC(=O)NCC4CCCCC4)O[C@H]2CO3)c1
- BioA inh = -1.7
> C[C@@H]1CN([C@H](C)CO)C(=O)c2ccccc2-c2ccccc2CO[C@@H]1CN(C)C(=O)c1ccccc1
- BioA inh = 1.6
> O=C(NCc1ccccn1)[C@@H]1[C@@H](CO)[C@@H]2Cn3c(cccc3=O)[C@@H]2N1CCc1ccccc1
- BioA inh = -0.1
> COc1ccccc1CNC(=O)C[C@H]1C[C@@H]2c3cc(NC(=O)C4CCOCC4)ccc3O[C@@H]2[C@H](CO)O1
- BioA inh = -0.6
> COc1cccc(S(=O)(=O)N(C)C[C@@H]2Oc3ncc(-c4ccc(F)cc4)cc3C(=O)N([C@H](C)CO)C[C@@H]2C)c1
- BioA inh = -0.9
> O=C(NC[C@@H]1N[C@@H](CO)[C@H]1c1ccc(C2=CCCC2)cc1)c1ccccc1
- BioA inh = -1.7
